SMARCA2 act: activators of SMARCA2 function; actives 1% (n = 370,000); activation, % at 9.1 µM; MG213 cells, MMTV-luciferase reporter, dexamethasone, overnight; in the data active means activation above about 7.8%;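 further: 0% = vehicle wells and 100% = reference activator wells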
hgDAF-12 ag: activates the H. glycines DAF-12 receptor ligand-binding domain. HEK293 GAL4-hgDAF12 UAS-luciferase reporter, agonist luminescence; normalized to butyrate control. activation, % at 6.8 µM. actives 1.8% (n = 370,000);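 active means activation above a cutoff set at the mean of all screened compounds plus 3 SD, cut at about 10% in these data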;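 further: 0% = DMSO wells and 100% = sodium butyrate wells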
ADAM10 inh: inhibits human ADAM10. O14672. recombinant ADAM10, EDANS/DABCYL FRET peptide cleavage, 3 h. actives 0.62% (n = 370,000). AID 720582. inhibition, % at 7 µM;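 active means inhibition above a per-campaign cutoff equal to the mean of compounds falling between control-based bounds plus 3 SD, cut at about 20% in these data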;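 further: 0% = DMSO wells while the 100% control is not disclosed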
Target sequence (O14672 214-748 limits assumed): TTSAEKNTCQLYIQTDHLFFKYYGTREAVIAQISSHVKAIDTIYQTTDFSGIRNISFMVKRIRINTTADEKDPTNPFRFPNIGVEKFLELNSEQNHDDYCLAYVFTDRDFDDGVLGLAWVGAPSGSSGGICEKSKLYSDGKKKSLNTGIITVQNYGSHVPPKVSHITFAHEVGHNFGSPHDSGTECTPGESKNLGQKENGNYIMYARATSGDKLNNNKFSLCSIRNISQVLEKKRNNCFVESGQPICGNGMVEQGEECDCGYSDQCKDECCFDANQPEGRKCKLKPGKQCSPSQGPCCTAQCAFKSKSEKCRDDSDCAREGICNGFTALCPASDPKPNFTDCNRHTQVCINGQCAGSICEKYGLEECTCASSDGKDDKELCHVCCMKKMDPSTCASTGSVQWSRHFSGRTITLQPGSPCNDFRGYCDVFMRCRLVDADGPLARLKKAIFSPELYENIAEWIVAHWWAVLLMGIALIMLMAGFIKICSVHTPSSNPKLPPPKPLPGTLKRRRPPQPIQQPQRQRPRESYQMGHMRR
DAX1 inh-1: NR0B1 (DAX1) inhibition; AID 504766; P51843; actives 0.99% (n = 340,000); inhibition, % at 6.75 µM; HEK293 Gal4-DAX1 luciferase reporter, luminescence;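 active means inhibition above the mean over all tested compounds plus 3 SD, cut at about 4.2% in these data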;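 further: 0% = DAX1-transfected cells with DMSO and 100% = empty-vector control cells with DMSO; inhibition shows as a rise in luminescence from relieved DAX1 repression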
Target sequence (P51843 207-470 limits assumed): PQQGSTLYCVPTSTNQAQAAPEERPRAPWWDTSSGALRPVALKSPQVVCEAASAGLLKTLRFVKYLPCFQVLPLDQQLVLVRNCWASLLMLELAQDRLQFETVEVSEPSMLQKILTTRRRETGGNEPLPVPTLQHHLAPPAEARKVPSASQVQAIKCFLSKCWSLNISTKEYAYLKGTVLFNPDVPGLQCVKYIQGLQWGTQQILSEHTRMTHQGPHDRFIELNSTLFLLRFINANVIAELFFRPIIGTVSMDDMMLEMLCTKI
DAX1 inh-2: DAX1 (NR0B1) inhibition, primary screen; AID 652010; inhibition, % at 6.8 µM; HEK293T StAR-luciferase reporter, SF-1/DAX-1 repression relief; actives 1.1% (n = 370,000);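 active means inhibition above the mean over all tested compounds plus 3 SD, cut at about 3.6% in these data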;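 further: 0% = DAX-1 cells with DMSO and 100% = cells lacking DAX-1 with DMSO; higher inhibition means more luminescence from relief of DAX-1 repression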
PG9 binder: binds the HIV-1 gp120 antibody PG9; inhibition, % at 6.7 µM; AID 624416; TR-FRET gp120-PG9 antibody binding; actives 0.43% (n = 360,000); in the data active means inhibition above about 8.5%
ADAM17 inh: inhibitors of human ADAM17 | inhibition, % at 6.95 µM | P78536 | recombinant ADAM17, EDANS/DABCYL FRET peptide cleavage | actives 0.83% (n = 370,000) | AID 720648;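 active means inhibition above the mean of compounds lying between control limits plus 3 SD, set per campaign, cut at about 8.5% in these data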;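 further: 0% = DMSO-only wells as the low control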
ssDAF12 agonist: activators of S. stercoralis DAF-12 nuclear receptor | activation, % at 6.8 µM | actives 1% (n = 370,000) | HEK293 ssDAF-12/GRIP1 lit1-tk-luc reporter, luminescence; % of 3 µM dafachronic acid response | AID 652126;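 active means activation above the mean over all tested compounds plus 3 SD, cut at about 0.9% in these data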;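 further: 0% = DMSO-only wells and 100% = 3 µM delta7-dafachronic acid wells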
NPR1 activator: GC-A (human) enzyme activation. HEK293 GC-A cells, cGMP TR-FRET, EC30 ANP; 0% at EC30 ANP, 100% saturating ANP. AID 1671463. actives 0.14% (n = 370,000). activation, % at 10 µM. P16066; in the data active means activation above about 40%
FXN GAA850 act: increases GAA850 frataxin promoter reporter activity | HEK293 lucGAA850 FXN promoter luciferase reporter, 24 h; percent of 10 µM SAHA response | activation, % at 6 µM | actives 0.56% (n = 360,000);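 active means activation above the average of all compounds screened plus 3 SD, cutoff fixed separately per campaign, cut at about 7.5% in these data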;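 further: 0% = DMSO wells and 100% = 10 µM SAHA wells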
hcDAF12 agonist: activators of H. contortus DAF-12 nuclear receptor | activation, % at 6.8 µM | actives 1.4% (n = 370,000) | HEK293 hcDAF-12 lit1-tk-luc reporter, luminescence; 0% DMSO, 100% Δ7-dafachronic acid;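 active means activation above the mean of all tested compounds plus 3 SD, cut at about 5.5% in these data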;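 further: 100% = response to 3 µM Δ7-dafachronic acid high control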
Numbers without * were called inactive; i = inactive; · = not tested or not shown.

no.	Structure	hcDAF12 agonist	ssDAF12 agonist	SMARCA2 act	DAX1 inh-2	PG9 binder	FXN GAA850 act	DAX1 inh-1	ADAM10 inh	NPR1 activator	ADAM17 inh	hgDAF-12 ag
1	CCC(C)C(NC(=O)C1CCC(C)CC1)C(=O)NCc1ccccn1 (centres undefined)	-1.1	-1.7	1	-0.5	-1.4	-1.1	-0.7	4	3	-1	-1.2
2	Cc1cc(C)c2c(CC(=O)N(CCC#N)Cc3cccnc3)coc2c1	0.5	-1.4	0	-0.3	-2.0	1.5	0.2	2	-1	-3	-0.9
3	O=C(Cc1ccc(N2CCNC2=O)cc1)N1CCCC(Nc2ccc(F)c(F)c2)C1 (centres undefined)	-0.5	-1.5	1	-2.6	-1.6	-3.2	-2.5	-3	-1	0	1.3
4	Cc1ccc(NC(=O)c2c(F)cccc2Cl)cc1S(=O)(=O)N1CCOCC1	-0.1	-1.3	2	-1.3	-1.0	0.2	0.3	-2	-2	1	2.1
5	Cc1ccc(NC(=O)c2ccc(Cl)c(S(=O)(=O)N3CCCCC3)c2)nc1	-1.2	-1.3	-4	-0.7	2.2	0.4	-0.7	1	-3	0	1.1
6	CCCn1c(O)c(N=NC(=O)CNC(=O)c2ccncc2)c2ccccc21	-2.1	-1.4	-2	-0.7	-4.5	-3.2	-0.3	8	-5	-4	0.5
7	COc1cc(C(=O)N2CCN(c3ncnc4sc(C)c(C)c34)CC2)cc(OC)c1OC	-5.2	-2.8	-5	-3.1	1.2	-1.1	-3.4	6	2	-5	-7.7
8	CNC(=S)N1CCC(C(=O)c2ccc(Cl)cc2)CC1	-1.1	-1.2	-2	-0.7	-1.7	-0.2	-1.0	-8	3	0	-0.8

Continuation.
no.	Structure	hcDAF12 agonist	ssDAF12 agonist	SMARCA2 act	DAX1 inh-2	PG9 binder	FXN GAA850 act	DAX1 inh-1	ADAM10 inh	NPR1 activator	ADAM17 inh	hgDAF-12 ag
9	COC(=O)c1ccc(NC(=O)C[n+]2ccccc2)cc1	4.5	1.8*	-1	-0.4	0.5	1.5	0.3	0	1	0	3.9
10	O=C(NCCc1ccco1)C(=O)NCC1OCCCN1S(=O)(=O)c1cc(F)ccc1F (centres undefined)	-1.5	-0.6	-3	0.1	-0.9	0.0	-0.2	5	3	1	1.3
11	COc1ccc(OC(C)C(=O)N(C)Cc2nc(-c3ccc(OC)cc3)no2)cc1 (centres undefined)	-4.0	-1.4	-3	-1.0	-1.2	-0.3	-1.4	3	1	-2	-1.9
12	CC(=O)N(CC1CCCO1)c1nnc(-c2ccccn2)s1 (centres undefined)	-0.6	-0.1	1	0.1	-0.2	0.2	1.4	-14	-5	-7	2.3
13	CC(C)CCN1NC2(CCC(C)CC2)NC1=S (centres undefined)	-0.6	-1.2	-5	0.2	0.8	0.9	0.9	11	5	1	-2.1
14	O=C(Nc1ccccc1C(=O)N1CCCCC1)c1cc(F)c(F)cc1Cl	4.3	-1.0	-2	1.3	-1.1	0.6	-0.4	-6	-1	-1	-1.8
15	C[C@H](O)[C@@H]1CN2CCc3c([nH]c4ccccc34)[C@@H]2C[C@@H]1N(C)C(=O)Nc1ccc(F)cc1	4.9	0.5	-5	0.7	-3.8	-1.6	1.9	-218	1	-60	1.8
16	CCOc1ccc2nc(NCCO)[nH]c2c1	-0.8	-1.1	0	1.0	-2.8	-1.2	-0.3	1	-3	-1	-0.3

(listing goes on)
no.	Structure	hcDAF12 agonist	ssDAF12 agonist	SMARCA2 act	DAX1 inh-2	PG9 binder	FXN GAA850 act	DAX1 inh-1	ADAM10 inh	NPR1 activator	ADAM17 inh	hgDAF-12 ag
17	COCCn1c(=NC(=O)C(C)(C)C)sc2cc([N+](=O)[O-])ccc21	-0.5	-0.4	-1	-0.2	0.6	0.1	0.1	-3	11	-5	8.6
18	Cc1ccccc1NC(=O)c1cccc2c1-c1ccccc1C2=O	-0.4	-1.7	-5	-0.8	·	·	·	-2	-4	-2	0.4
19	Cc1ccnc(NC(=O)CNC(=O)c2sc3ccccc3c2Cl)c1	4.9	0.0	2	10*	5.5	1.1	1.4	-6	5	-2	9.6
20	Cc1ccc(NC(=O)CNS(=O)(=O)c2ccc(F)cc2)cc1C	-1.1	-1.4	-2	-0.9	1.2	1.2	0.1	-4	2	-3	1.9
21	COc1cccc(NC(=O)CCS(=O)(=O)c2ccc3c(c2)oc(=O)n3C)c1	-0.6	-1.1	-2	-0.3	-1.3	0.5	0.2	-11	1	5	-2.1
22	CCc1ccc2nc3nc(C)cc(C)c3c(N)c2c1	2.2	-0.4	6	0.2	-1.1	-5.8	0.3	i	15	-225	3.4
23	O=C(CSc1nnc(-c2cccnc2)n1C1CCCCC1)N1CCCC1	-0.5	-1.1	-3	0.2	·	·	·	-1	4	7	2.8
24	N=C1/C(=C\c2ccc(-c3ccc(C(=O)O)cc3)o2)C(=O)N=C2SC=C(c3ccccc3)N12	1.9	-1.2	-2	0.3	-1.7	-1.3	-1.0	-24	-19	-9	0.4

Entries of single compounds, quoted from the list. Screens in order: hcDAF12 agonist, ssDAF12 agonist, SMARCA2 act, DAX1 inh-2, PG9 binder, FXN GAA850 act, DAX1 inh-1, ADAM10 inh, NPR1 activator, ADAM17 inh, hgDAF-12 ag
CCc1ccc2nc3nc(C)cc(C)c3c(N)c2c1 in the list: 2.2, -0.4, 6, 0.2, -1.1, -5.8, 0.3, i, 15, -225, 3.4
COCCn1c(=NC(=O)C(C)(C)C)sc2cc([N+](=O)[O-])ccc21 in the list: -0.5, -0.4, -1, -0.2, 0.6, 0.1, 0.1, -3, 11, -5, 8.6
COc1cccc(NC(=O)CCS(=O)(=O)c2ccc3c(c2)oc(=O)n3C)c1 in the list: -0.6, -1.1, -2, -0.3, -1.3, 0.5, 0.2, -11, 1, 5, -2.1
O=C(CSc1nnc(-c2cccnc2)n1C1CCCCC1)N1CCCC1 in the list: -0.5, -1.1, -3, 0.2, ·, ·, ·, -1, 4, 7, 2.8

Next records follow.
no.	Structure	hcDAF12 agonist	ssDAF12 agonist	SMARCA2 act	DAX1 inh-2	PG9 binder	FXN GAA850 act	DAX1 inh-1	ADAM10 inh	NPR1 activator	ADAM17 inh	hgDAF-12 ag
25	O=C1N(Cc2cccnc2)C[C@@H]2C[C@@H](c3cccc(C(F)(F)F)c3)N3CCC[C@@]123	0.9	-1.8	0	-0.5	-2.0	2.6	2.2	-2	-2	-1	-1.7
26	CCOC(=O)c1csc(NC(=O)CSc2nnnn2-c2ccc(OC)c(OC)c2)n1	-2.0	-1.2	4	-0.9	-1.4	-1.3	1.0	8	-3	1	-1.5
27	Cc1cccc(NC(=O)C2CC(=O)N(Cc3ccccc3)C2)n1 (centres undefined)	1.9	-1.3	0	1.1	1.2	0.0	4.1	-6	0	-2	-1.8
28	CN(Cc1ccccn1)Cc1nc(-c2ccc(Cl)cc2)no1	1.2	-0.7	1	0.6	-0.5	1.8	2.3	2	0	0	2.8
29	CSC1=N/C(=C\c2ccc(Cl)cc2)C(=O)N1N(C)C	2.8	-2.0	-4	0.0	-2.6	0.0	0.8	2	-1	-2	2.6
30	CCCCC(=O)Nc1ccc(NC(=O)c2ccc3c(c2)OCO3)cc1OC	-0.3	-1.1	0	-0.9	-1.2	-0.5	0.4	-2	3	-5	1.7
31	COC(=O)c1ccc(N2CCOCC2)c(NC(=O)c2ccco2)c1	-2.6	0.1	-3	-3.1	-3.4	3.0	-0.1	-4	0	-5	1.8
32	O=C(NCc1ccc(F)cc1)Nc1cccc([N+](=O)[O-])c1	-1.1	-1.1	-2	-0.5	0.9	0.6	-0.6	3	1	0	2.4

Additional results:
no.	Structure	hcDAF12 agonist	ssDAF12 agonist	SMARCA2 act	DAX1 inh-2	PG9 binder	FXN GAA850 act	DAX1 inh-1	ADAM10 inh	NPR1 activator	ADAM17 inh	hgDAF-12 ag
33	COc1ccc(-c2cc(NC=O)c3ncc(-c4cccc(C(=O)NCCN(C)C)c4)n3c2)cn1	0.4	-0.8	2	2.4	-3.7	0.7	·	-29	2	-10	-2.9
34	O=c1oc(CCCO)cc2ccccc12	-0.4	-1.1	-1	-0.2	-0.1	-0.7	3.0	-21	-1	-9	0.8
35	Cc1nc2ccc(C(=O)N3c4ccccc4N=C(c4ccc(C(F)(F)F)cc4)C3C(=O)NC(C)(C)C)cc2[nH]1 (centres undefined)	4.8	-0.2	1	1.4	-1.8	·	·	-17	1	-6	1.6
36	CC(CCN1CCC(C(O)(c2ccccc2)c2ccccc2)CC1)Oc1cccc(F)c1 (centres undefined)	11*	-0.5	-6	0.3	·	·	·	3	-16	4	0.7
37	O=C(NCc1cccnc1)c1ccccc1-c1ccccc1	0.2	-1.4	-5	0.2	-1.5	3.5	-0.4	-11	1	-8	-2.8
38	NC(=O)NC(=O)CSc1cccc(C(F)(F)F)c1	-0.1	-1.6	-3	0.7	-1.2	3.9	0.9	4	2	1	0.0
39	CCOc1ccc(Cn2nnc(C(=O)NCc3ccccc3)c2N)cc1	-1.4	-0.8	0	-0.2	-0.4	1.4	-0.1	-6	3	1	-0.8
40	CC(C)n1cc(CN2CCCC(CNS(=O)(=O)c3cccc4cccnc34)C2)cn1 (centres undefined)	-1.1	-1.6	-1	-0.6	0.4	-0.1	1.1	-1	1	-3	4.4

Following part:
no.	Structure	hcDAF12 agonist	ssDAF12 agonist	SMARCA2 act	DAX1 inh-2	PG9 binder	FXN GAA850 act	DAX1 inh-1	ADAM10 inh	NPR1 activator	ADAM17 inh	hgDAF-12 ag
41	CCOc1cc(/C=N/Nc2ccc(S(=O)(=O)Nc3ccccc3C(=O)O)cc2[N+](=O)[O-])cc(Cl)c1O	0.6	-0.9	-2	0.3	-2.7	3.3	2.0	3	-3	2	-1.0
42	NS(=O)(=O)c1ccc(CCNC(=O)c2ccc(Cl)c(S(=O)(=O)NCc3ccco3)c2)cc1	1.3	1.3*	2	-0.5	-1.1	0.9	0.1	-18	4	-3	-2.6
43	Oc1ccccc1CNCC12CC3CC(CC(C3)C1)C2	-1.2	-0.6	-2	-0.3	-4.3	1.9	-0.7	4	-10	-1	-1.4
44	Fc1ccc(-c2ccc3nccn3c2)cc1Cl	-1.7	-1.0	-1	-1.3	2.6	-1.5	·	-25	-4	-5	0.7
45	Cc1ccc(NC(=O)C(Nc2cccc(C)c2)c2ccccc2)cc1 (centres undefined)	-2.2	-1.4	-1	-1.1	0.0	-1.9	0.1	11	2	2	0.7
46	Cc1cc(Cl)ccc1OC(C)C(=O)Nc1cccc(S(=O)(=O)N2CCOCC2)c1 (centres undefined)	-1.0	-1.4	-3	0.1	0.7	0.1	1.5	-9	1	-4	0.6
